RECQ1 inh – qHTS Assay for Inhibitors of RecQ-Like Dna Helicase 1 (RECQ1); ATP-dependent DNA helicase Q1 (Homo sapiens), P46063; RECQ1 DNA unwinding, red fluorescence kinetic read; Potency, µM (series often up to 57.3 µM), for inactives: at the top dose activity, negative = inhibition, most hits filed as inhibitors; 240,000 compounds, 0.54% hits;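 further: plate controls were vehicle for no effect and no enzyme for full effect; nearly all actives have a fitted effect of over 30% in size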
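50 nM RECQ1T1 preincubated 15 min with compound in Tris pH 8.0 buffer with MgCl2, DTT, Tween-20 and 2.5 ug/ml poly(dI-dC); started with 200 nM TAMRA/BHQ-2 forked duplex and 2 mM ATP. Unwinding read as fluorescence (525/598 nm), two reads 2 h apart.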
Tau fluor cs – Counterscreen qHTS for Inhibitors of Tau Fibril Formation, Fluorescence Polarization. tau K18 P301L Alexa594 fluorescence, heparin fibrillization. Potency, µM (highest dose often 57.7 µM), for the others: top-dose activity change, negative = decrease. 280,000 compounds, 0.93% hits; further: on the % scale 0 is the no-effect control and ±100 the full control effect; nearly all actives have a fitted effect of over 55% in size
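Human tau K18 P301L (15 uM unlabeled, 0.24 uM Alexa 594-labeled) in 100 mM sodium acetate pH 7 with 20 uM heparin, 6 hr at 37 C. ThT 30 uM added, 1 hr ambient; Alexa 594 FP and total fluorescence read at 555/632 nm.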
Tau fibril FP – qHTS for Inhibitors of Tau Fibril Formation, Fluorescence Polarization; Microtubule-associated protein tau (Homo sapiens), P10636; K18 P301L tau heparin fibrillization, Alexa594 FP, 6 h; Potency, µM (highest dose often 57.7 µM), for the others: top-dose activity, negative = inhibition, hits mostly inhibitors; 280,000 compounds, 0.39% hits; AID 1468, 2008; further: on the % scale 0 is the no-effect control and ±100 the full control effect; nearly all actives have a fitted effect of over 55% in size
Target sequence (P10636 561-689 P618L limits assumed): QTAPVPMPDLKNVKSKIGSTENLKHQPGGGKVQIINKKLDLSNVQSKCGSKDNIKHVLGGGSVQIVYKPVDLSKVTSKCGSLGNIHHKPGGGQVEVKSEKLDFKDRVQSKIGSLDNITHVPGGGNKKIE
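Heparin (20 uM) drove fibril formation of recombinant tau K18 P301L, 15 uM unlabeled with 0.24 uM Alexa 594 label, for 6 hr at 37 C in 100 mM sodium acetate pH 7. Fluorescence polarization (555/632 nm) read 1 hr after 30 uM ThT.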
HTT ATP protect – qHTS Multiplex Assay to Identify Dual Action Probes in a Cell Model of Huntington: Cytoprotection (ATP). 230,000 compounds, 0.14% hits. PC12 HTT-Q103 induced, cytoprotection, ATP luminescence, 40 h. AID 1471, 2008. Potency, µM (top dose mostly 56.4 µM), for inactives: cytoprotection (ATP increase), most hits filed as activators;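 further: % of control where 0% means no effect; nearly all actives have a fitted effect of over 45% in size; toxic huntingtin expression switched on by the ecdysone agonist tebufenozide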
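Stable PC12 Q103-GFP cells in serum-supplemented, phenol red-free DMEM; induction by tebufenozide at 100 nM final; compound dose series; cell viability quantified luminescently from ATP.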
TR SRC2 fluor cs – Total Fluorescence Counterscreen for Inhibitors of the Interaction of Thyroid Hormone Receptor and Steroid Receptor Coregulator 2. TRb/SRC2 Texas Red total fluorescence interference. Potency, µM (top dose mostly 106 µM), for the others: top-dose fluorescence change, negative = quenching. 280,000 compounds, 0.29% hits. AID 1479, 2009; active means well fitted curve in either direction with a large enough effect; inconclusive means small, poorly fitted or top-dose-only effect; further: on the % scale 0 is the no-effect control and ±100 the full control effect
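Flags fluorescent or light-absorbing compounds by total fluorescence, S + 2P, at 555 nm excitation and 632 nm emission. Mixture: 20 nM Texas Red SRC2 peptide, 0.6 uM human TRb LBD, 1 uM T3, 5% DMSO; compound exposure 5 h at ambient temperature.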
TRb SRC2 PPI – qHTS for Inhibitors of the Interaction of Thyroid Hormone Receptor and Steroid Receptor Coregulator 2. TRbeta-SRC2 peptide binding, fluorescence polarization; receptor liganded with 1 µM T3. Potency, µM (top dose mostly 106 µM), inactives show top-dose activity change, negative = inhibition, usual class: inhibitors. 280,000 compounds, 0.065% hits;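 further: plate controls were bound peptide for no effect and peptide without receptor for full effect; nearly all actives have a fitted effect of over 50% in size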
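Human TRb ligand-binding domain (0.6 uM) is mixed with 20 nM Texas Red SRC2 peptide and 1 uM T3; after compound addition and 5 hr at ambient temperature, polarization is measured and normalized to unbound and bound controls.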
Tau fibril ThT – qHTS for Inhibitors of Tau Fibril Formation, Thioflavin T Binding | Microtubule-associated protein tau (Homo sapiens), P10636 | recombinant tau K18 P301L, heparin-induced fibrillization, ThT fluorescence | Potency, µM (series often up to 57.4 µM), inactives show top-dose activity, negative = inhibition, usual class: inhibitors | 270,000 compounds, 2.1% hits | AID 1460, 2008; further: on the % scale 0 is the no-effect control and ±100 the full control effect; nearly all actives have a fitted effect of over 55% in size
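Using a mix of unlabeled (15 uM) and Alexa 594-labeled (0.24 uM) tau K18 P301L, heparin-triggered fibrillization over 6 hr at 37 C was scored by ThT fluorescence.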
L3MBTL1 inh – qHTS Assay for the Inhibitors of L3MBTL1. Potency, µM (top dose mostly 57.1 µM), for the others: at the highest dose activity, negative = inhibition, most hits filed as inhibitors. AID 485360, 2010. AlphaScreen L3MBTL1–H3K9me1 peptide binding. 230,000 compounds, 0.66% hits; further: on the % scale 0 is the no-effect control and ±100 the full control effect; nearly all actives have a fitted effect of over 60% in size
Target sequence (Q9Y468 whole entry, looked up): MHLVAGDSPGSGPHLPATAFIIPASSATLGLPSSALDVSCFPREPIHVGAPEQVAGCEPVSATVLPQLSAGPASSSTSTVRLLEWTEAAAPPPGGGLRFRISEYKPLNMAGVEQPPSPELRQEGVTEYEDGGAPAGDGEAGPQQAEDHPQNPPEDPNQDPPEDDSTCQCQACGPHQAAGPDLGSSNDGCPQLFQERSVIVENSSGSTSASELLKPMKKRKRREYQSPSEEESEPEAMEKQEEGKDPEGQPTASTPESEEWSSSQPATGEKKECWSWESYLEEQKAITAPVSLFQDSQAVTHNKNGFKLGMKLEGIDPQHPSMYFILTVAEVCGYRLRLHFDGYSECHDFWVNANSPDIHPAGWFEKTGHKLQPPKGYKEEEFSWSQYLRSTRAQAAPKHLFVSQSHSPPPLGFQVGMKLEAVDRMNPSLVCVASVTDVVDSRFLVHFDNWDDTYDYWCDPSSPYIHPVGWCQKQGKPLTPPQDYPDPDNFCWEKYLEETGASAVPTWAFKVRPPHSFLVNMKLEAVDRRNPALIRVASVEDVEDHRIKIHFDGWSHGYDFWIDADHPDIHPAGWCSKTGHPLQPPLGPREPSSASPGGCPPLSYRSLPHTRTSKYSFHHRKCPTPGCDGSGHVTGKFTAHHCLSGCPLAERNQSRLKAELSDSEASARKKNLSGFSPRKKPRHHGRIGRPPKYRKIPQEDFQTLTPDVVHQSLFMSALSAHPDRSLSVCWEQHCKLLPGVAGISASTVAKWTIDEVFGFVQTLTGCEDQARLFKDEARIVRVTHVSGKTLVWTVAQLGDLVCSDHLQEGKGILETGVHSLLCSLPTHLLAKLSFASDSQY
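Displacement of a biotinylated histone H3(1-15) peptide monomethylated at Lys9 (75 nM) from L3MBTL1 (50 nM) was measured by AlphaScreen after a 30 min room-temperature compound incubation; cefsulodin titration served as intraplate control.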
* hit, by the source's call; i = inactive; ? = inconclusive; · = not tested or not shown; & = joins results of further samples; [ ] = another dose, or the depositor's remark. Unless noted, the call rests on the fitted dose curve; in most records, active means well fitted curve in the direction sought with a large enough effect; inconclusive means small, poorly fitted or top-dose-only effect, or another doubt; inactive means no such curve, though single readings can be large; an effect the other way counts as inactive or inconclusive. Potency means the concentration at half of the fitted maximal effect. The list is partial, so the mix of outcomes need not match the whole.

SMILES | RECQ1 inh | Tau fluor cs | Tau fibril FP | HTT ATP protect | TR SRC2 fluor cs | TRb SRC2 PPI | Tau fibril ThT | L3MBTL1 inh
Nc1nc(N)nc(-c2cc(Cl)ccc2Cl)n1 | -3.7% | · | · | 7.94µM* | 2.4%&-0.2% | 6.1%&2.4% | · | ·
Cc1cccc(NC(=O)Cn2nnc(-c3nc(-c4ccncc4)no3)c2N)c1 | · | 1.2% | 1.4% | · | -1.5% | 3.6% | 4.3% | ·
Cc1ccc(NC(=O)/C=C/c2ccc3c(c2)OCO3)nc1 | -3.3% | -5.2% | 2.7% | -24.6%[10 µM] | -7.2% | 3.0% | -5.0% | 14.2%
O=C(NCCSCc1ccccc1)c1ccc(Cl)c(S(=O)(=O)N2CCOCC2)c1 | -2.8% | -15.3% | -3.7% | 0.398µM* | -2.1% | -2.6% | -1.2% | -7.7%
Cc1ccc(SC[C@H](Cc2ccccc2)N2CCN(CC(C)C)CCC2=O)cc1 | i | -8.5% | 4.5% | -12.0%[10 µM] | -0.6% | 3.9% | ? | 13.4%
Cc1ccc(-n2c(SCC(=O)NCCN3C(=O)CSC3=O)nnc2-c2ccccc2)cc1C | -16.4% | 0.2% | 18.6% | -10.9%[10 µM] | -2.5% | -11.5% | -5.5% | -1.7%
O=C(O)/C=C\C(=O)Nc1ccc(Oc2ccc(Br)cc2)cc1 | i | -10.1% | 7.8% | · | -2.9% | -9.2% | -14.6% | -3.8%
CCOC(=O)C(Cc1cc(C(C)=O)ccc1OC(C)C)C(=O)OCC | -8.4% | -8.4% | 9.1% | 24.7% | -3.6% | 10.9% | -4.0% | 1.1%
CCn1c2ccccc2c2cc(N)ccc21 | -3.5% | ? | 16.0% | -23.3%[0.074 µM] | -3.8% | 13.3% | ? | -3.9%
Cc1ccc(-n2c(SCC3CNC(=O)O3)nnc2-c2ccccc2)cc1C (stereo unspecified) | -4.2% | 1.3% | 3.2% | · | -2.8% | 6.8% | -6.5% | 9.9%
Cc1ccc(-c2cccc(C3CC=CC4C3C(=O)N(Cc3ccccc3)C4c3ccc4ccccc4c3)c2)cc1 (stereo unspecified) | 4.7% | -2.3% | -4.4% | -29.6%[10 µM] | -0.4%&1.8% | 5.2%&-1.6% | -2.7% | ·
N=C1c2ccccc2CN1c1ccc(S(=O)(=O)N2CCCCC2)cc1 | i | -4.7% | -3.6% | 26.6%[10 µM] | 1.0% | -1.4% | -9.0% | 7.8%
O=C(COc1ncnc2c(Cl)cc(Cl)cc12)Nc1cc([N+](=O)[O-])ccc1Cl | -0.1% | -23.4% | 5.3% | 20.9%[10 µM] | -0.6% | 7.3% | 11.0% | -7.7%
COC(=O)c1[nH]nc(C(=O)OC(C)(C)C)c1-c1ccccc1 | -0.9% | -3.4% | 0.7% | · | 3.2% | 7.3% | 2.0% | 3.4%
CC(=O)N(/N=C1\Sc2ccccc2C1=O)c1ccccc1C | 0.5% | -17.4% | 5.9% | -22.0% | -0.1% | -29.2% | 11.2µM* | -28.7%
COc1cccc(C(=O)/C=C/Nc2ccc(S(=O)(=O)Nc3ccc(C(C)=O)cc3)cc2)c1 | 5.8% | 1.9% | -1.9% | -4.3%[10 µM] | -2.4% | 2.9% | 5.7% | -10.2%
O=C(c1ccco1)N1CCN(C(=O)C2CC2)CC1 | -2.5% | 4.1% | 1.9% | · | -1.6% | 4.4% | 0.8% | 3.5%
CN1C(=O)Cc2cc(S(=O)(=O)N3CCOCC3)ccc21 | 2.1% | 1.0% | -5.2% | 0.8% | -1.4% | -16.1% | -9.8% | -4.3%
O=C(CSc1nnc(CNc2ccc(F)cc2)n1Cc1ccccc1)NCc1ccccc1 | -1.5% | -11.4% | 6.6% | 9.8%[10 µM] | -6.3% | -1.6% | -7.5% | -2.2%
O=C(CCS(=O)(=O)c1cc(Br)cc2c1N(C(=O)C1CC1)CC2)N1CCN(c2ccccc2)CC1 | · | -18.3% | 4.6% | · | -1.3% | 4.0% | -18.2% | ·
COc1cc2cc3c4cc(OC)c(OC)cc4cc[n+]3c(C)c2cc1OC | 17.1% | -13.1% | -6.9% | -101.0%[inhibitor] | -2.2% | 2.2% | ? | ·
CCOc1ccc(CCNC(=O)c2nn(-c3ccc(OC)c(Cl)c3)c(=O)c3c2c2ccccc2n3C)cc1OCC | · | -6.6% | -14.7% | · | 1.1% | -3.3% | 9.2% | ·
CCCO/N=C1/C(=O)N(c2ccccc2)c2ccccc21 | -9.8% | -3.5% | -1.0% | 0.7%[10 µM] | -6.1% | 3.5% | ? | -35.0%
O=C(CCN1C(=O)/C(=C\c2ccccc2)SC1=S)NNC(=O)c1cccnc1 | i | -5.2% | ? | 22.8%[10 µM] | 2.1% | -5.3% | -13.8% | ?
O=C(NNS(=O)(=O)c1ccc2ccccc2c1)C1CCN(Cc2ccccc2)CC1 | -8.4% | 4.3% | 1.9% | -3.1% | -0.3% | 2.2% | 4.3% | -3.8%
CC(=O)Oc1ccccc1C1OCCN1C(C)=O (stereo unspecified) | -4.6% | -0.5% | -2.8% | 8.3% | -1.3% | -3.5% | -11.6% | 38.6%[activator][11.4 µM]
CN1CC(=O)N(CC(=O)Nc2cccc(C#N)c2)c2ccccc2C1=O | · | -14.9% | -17.7% | · | -3.2% | -1.8% | -2.7% | ·
Cc1noc(/C=C/c2ccco2)c1S(=O)(=O)N1CCC(C(=O)Nc2ccc(F)cc2F)CC1 | · | -28.9% | -16.5% | · | -1.2% | 3.3% | -4.3% | ·
CC(C)Oc1cccc(C(=O)NC(=S)Nc2cccc(C(F)(F)F)c2)c1 | -10.0% | -24.5% | ? | 3.1% | -0.3% | -7.0% | -14.3% | 3.1%
COc1ccc(-c2cc(=O)oc3c(C)c(OCc4nn[nH]n4)ccc23)cc1 | 5.7% | 0.6% | -2.9% | 2.0% | -2.6% | 1.1% | -6.8% | 7.5%
CC(=O)/C(=C\c1ccccc1)CC(=O)O | ? | -7.1% | -2.9% | · | 2.3% | 0.6% | -4.0% | ·
CCOC(=O)c1cc2occc2n1Cc1c(F)cccc1Cl | i | -13.4% | -12.4% | 0.0% | 2.7% | -1.9% | ? | ·
CC(=O)N1N=C(c2cccc([N+](=O)[O-])c2)OC1c1ccccc1Cl (stereo unspecified) | i | -18.4% | 3.7% | -25.7% | 0.0% | -2.2% | -2.7% | -8.3%
O=C(Nc1ccc(O)cc1)C1CC=CCC1 (stereo unspecified) | -16.9% | 28.2µM*[quencher] | ? | -31.8% | 7.5% | -23.9% | 25.1µM* | -20.3%
Cc1cc(OC(F)F)ccc1NC(=O)Nc1ccc([N+](=O)[O-])cc1 | 1.3% | ? | ? | 7.9%[10 µM] | -1.6% | 13.6% | ? | -3.3%
CC1(C)CC(NCc2ccc3c(c2)OCO3)CCO1 (stereo unspecified) | -5.0% | -5.1% | -0.2% | -8.4% | -1.7% | 1.2% | -3.8% | 3.4%

Next section; it opens with the 2 that closed the last part.
SMILES | RECQ1 inh | Tau fluor cs | Tau fibril FP | HTT ATP protect | TR SRC2 fluor cs | TRb SRC2 PPI | Tau fibril ThT | L3MBTL1 inh
Cc1cc(OC(F)F)ccc1NC(=O)Nc1ccc([N+](=O)[O-])cc1 | 1.3% | ? | ? | 7.9%[10 µM] | -1.6% | 13.6% | ? | -3.3%
CC1(C)CC(NCc2ccc3c(c2)OCO3)CCO1 (stereo unspecified) | -5.0% | -5.1% | -0.2% | -8.4% | -1.7% | 1.2% | -3.8% | 3.4%
O=C(CN1C(=O)c2ccccc2C1=O)Nc1cc([N+](=O)[O-])ccc1O | 13.3% | 3.5% | 4.1% | -1.5% | -3.3% | 8.5% | -5.8% | -22.3%
Cn1c(CC(=O)Nc2ccc(Cl)c(Cl)c2)nnc1SCC(=O)Nc1nccs1 | -2.9% | -7.8% | ? | -12.8% | -2.0% | -6.0% | 2.9% | ·
COc1cc(NC(=O)COC(=O)CSc2ccccc2F)c(C)cc1[N+](=O)[O-] | -12.7% | -11.1% | -14.3% | 8.9%[10 µM] | -1.1% | -1.0% | -1.2% | -5.6%
CN(C)c1nc(C(=O)O)nc(N2CCOCC2)n1 | -2.9% | -2.1% | -5.4% | 3.9%[10 µM] | -1.5% | 5.4% | -0.9% | 6.3%
O=C(NCc1ccco1)c1ccccc1-c1nc(-c2ccccc2)no1 | i | -4.8% | 5.4% | -18.0% | 0.7% | 0.2% | -2.5% | ·
Cc1cccc(N2CCN(S(=O)(=O)c3ccc4[nH]c5c(c4c3)CCCCC5)CC2)c1C | · | ? | -2.7% | · | -3.7% | -3.4% | 9.9% | ·
COc1ccc(-c2nn(C)c(=O)c3ccccc23)cc1CNS(C)(=O)=O | 2.2% | -0.4% | -4.6% | 0.9% | 1.4% | 2.5% | 2.9% | ·
Cc1noc(C)c1C(=O)N1CCN(c2ccc(OCc3ccccc3)cc2)CC1 | -4.7% | -19.7% | 4.3% | -1.2%[10 µM] | 2.7% | 7.7% | ? | -22.6%
O=C(O)c1cc(N(Cc2ccccc2O)Cc2cc(O)ccc2O)ccc1O | -11.8%&7.2%&-12.2% | ? | -6.2%&-17.2% | -60.6%&-16.0%[inhibitor] | -3.4%&-2.3%&-4.4% | 2.7%&0.7%&2.5% | 17.8µM* | ·

Screens: PubChem, National Center for Advancing Translational Sciences (NCATS)
